Assay outcomes from PubChem BioAssay.
Giardia killer: kills Giardia lamblia | Giardia lamblia trophozoite viability | activity change, % at 7.66 µM, hits read low | 0.15% of 340,000 active | AID 540267; in the data active = activity change below about -80%; inconclusive = between about -30% and that limit;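 also: parasites exposed to compound for two days anaerobically before the ATP read; % is scaled to controls: 0 for no effect and ±100 for the full control effect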
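Giardia lamblia trophozoites (100 cells/well) were incubated with compounds for 48 h at 37 deg C under anaerobic conditions. Viability was read as ATP content by one-step luminescence after 15-30 min at room temperature.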
GALK inh: inhibitors of human galactokinase; P51570; Potency, µM (highest dose often 57.5 µM), for inactives: at the highest dose activity change, negative = inhibition, most hits filed as inhibitors; Purified GALK, Kinase-Glo residual ATP luminescence; AID 1868; 0.007% of 270,000 active; also: potency is read from the fitted curve at half-maximal effect; % is scaled to controls: 0 for no effect and ±100 for the full control effect
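Compounds were pin-transferred into ATP buffer (35 uM final), then GALK plus galactose (5 nM, 100 uM final) was added. After 1 h at room temperature, Kinase-Glo Plus was added and luminescence read after 10 min.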
Coupling enz: inhibits coupling enzyme system, counter-screen for aldolase hits; coupling enzyme system counterscreen, AmpLite Red fluorescence; activity change, negative = inhibition, % at 58.2 µM, hits read low; 0.67% of 290,000 active; in the data active = activity change below about -30%; also: % is scaled to controls: 0 for no effect and ±100 for the full control effect
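Fluorescence at 525 nm excitation and 598 nm emission measured inhibition of the coupled detection system without aldolase. Compounds (at 57.5 uM final) were preincubated 10 min at room temperature with coupling enzyme reagent before a 20 min substrate/AmpLite Red step.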
B2AR arrestin: beta2AR (human) beta-arrestin recruitment activity; 0.02% of 330,000 active; Potency, µM (doses to about 46.1 µM), inactives show at the highest dose activation, most hits filed as activators; P07550; beta-arrestin recruitment to beta2AR, cell-based reporter;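 also: potency is read from the fitted curve at half-maximal effect; 0% = DMSO controls and full agonism = EC100 isoproterenol or metaproterenol; nearly all actives have a fitted effect of over 65% in size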
Tb PFK inh: inhibitors of T. brucei phosphofructokinase; O15648; T. brucei PFK, ADP-Glo luminescence; Potency, µM (series often up to 57.5 µM), without a hit: top-dose activity, negative = inhibition, usual class: inhibitors; 0.17% of 330,000 active; AID 485367;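 also: potency is read from the fitted curve at half-maximal effect; 0% = uninhibited 1x PFK enzyme wells and -100% = no-enzyme wells; nearly all actives have a fitted effect of over 60% in size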
Target sequence (O15648 whole entry, looked up): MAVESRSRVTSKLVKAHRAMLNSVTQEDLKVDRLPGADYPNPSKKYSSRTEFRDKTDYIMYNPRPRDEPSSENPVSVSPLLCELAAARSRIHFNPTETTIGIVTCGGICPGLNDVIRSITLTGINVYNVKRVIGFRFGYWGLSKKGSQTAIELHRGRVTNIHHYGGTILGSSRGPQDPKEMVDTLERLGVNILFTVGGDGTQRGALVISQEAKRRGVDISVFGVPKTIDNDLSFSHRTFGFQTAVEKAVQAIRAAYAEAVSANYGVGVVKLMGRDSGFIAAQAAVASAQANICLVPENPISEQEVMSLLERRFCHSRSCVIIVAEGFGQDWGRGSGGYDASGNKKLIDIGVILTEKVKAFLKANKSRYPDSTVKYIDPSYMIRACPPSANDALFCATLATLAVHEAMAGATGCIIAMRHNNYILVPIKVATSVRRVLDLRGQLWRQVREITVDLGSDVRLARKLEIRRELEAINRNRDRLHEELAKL
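Luminescent ADP detection (ADP-Glo, two-step: ATP depletion then ADP-to-ATP conversion for luciferase) reported PFK activity after 45 min room-temperature reaction of 1.25 nM enzyme with 0.5 mM F6P and 0.1 mM ATP at pH 8.0.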
Integrin act MD: integrin-mediated muscular dystrophy alleviation activation. alpha7betagal myoblasts, beta-gal FDG fluorescence, 48 h. Potency, µM (titrated, usually from 38.3 µM), without a hit: at the highest dose activation, actives largely listed as activators. 0.064% of 350,000 active. AID 624291;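 also: potency is read from the fitted curve at half-maximal effect; 100% = response of the positive control SU9516; nearly all actives have a fitted effect of over 60% in size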
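alpha7betagal+/- myoblasts (passage 13, 250/well) treated 48 h at 37C with compounds at 1:260 dilution of DMSO stock. Lysed, then beta-galactosidase activity read as FDG fluorescence (ex 480/em 540) after 30 min, with pre-read for autofluorescence.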
Chronic BCR inh: chronic active BCR signaling inhibition | Potency, µM (highest dose often 46.1 µM), inactives show at the highest dose ratio change, negative = lower green/red ratio, hits mostly inhibitors | ABC-DLBCL IkBa-CBG/CBR reporter, luminescence ratio, 4 h | AID 493014 | 0.05% of 340,000 active; active = well fitted inhibition curve with a large enough effect in the signal ratio, with a control signal flat, not every such curve was filed as active; inconclusive = small, poorly fitted or top-dose-only effect, or effect the other way, or a change in a side signal; the % refers to the signal ratio;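 also: potency is read from the fitted curve at half-maximal effect; plate controls were basal doxycycline-induced cells for no effect and cells given 10 µM MG132 for full effect; MG132 reads +100%, hits lower the ratio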
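TMD8 ABC-DLBCL cells carrying doxycycline-inducible green luciferase fused to IkappaBalpha plus unfused red luciferase were exposed to compounds (up to 46 uM) for 4 hrs at 37C. Activity came from the overlap-corrected green/red luminescence ratio.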
Menin MLL FP TR: displaces Texas Red mutant MLL peptide from human menin | O00255 | Menin + Texas Red MLL mutant peptide, fluorescence polarization | Potency, µM (doses to about 61.6 µM), for inactives: at the highest dose FP activity change, negative = inhibition, hits mostly inhibitors | 0.23% of 270,000 active; active = well fitted inhibition curve with a large enough effect in the polarisation, with a control signal flat, not every such curve was filed as active; inconclusive = small, poorly fitted or top-dose-only effect, or effect the other way, or a change in a side signal; inactive = no such curve, though single readings can be large or run the other way; the % refers to the polarisation; also: potency is read from the fitted curve at half-maximal effect; % of control where 0% means no effect; many of its hits are not listed in these tables
S-ASM inh: inhibitors of human secretory acid sphingomyelinase; placental ASM, HMU-PC fluorogenic substrate, 60 min; Potency, µM (series often up to 57.5 µM), for the others: at the highest dose activity change, negative = inhibition, hits mostly inhibitors; 0.006% of 340,000 active; AID 504937; also: potency is read from the fitted curve at half-maximal effect
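qHTS format. ASM enzyme prepared from human placenta hydrolyses the fluorogenic substrate HMU-PC0 (9 uM final) over 60 min at 37 °C after a 10 min compound preincubation.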
PKM2 act: PKM2 (human) enzyme activation; purified PKM2, Kinase-Glo ATP luminescence, activation; response scale: 0% is enzyme alone, no compound; Potency, µM (top dose mostly 57.5 µM), inactives show top-dose activation, most hits filed as activators; 0.34% of 260,000 active; AID 1631; also: potency is read from the fitted curve at half-maximal effect; % is scaled to controls: 0 for no effect and ±100 for the full control effect; nearly all actives have a fitted effect of over 55% in size
Target sequence (P14618 whole entry, looked up): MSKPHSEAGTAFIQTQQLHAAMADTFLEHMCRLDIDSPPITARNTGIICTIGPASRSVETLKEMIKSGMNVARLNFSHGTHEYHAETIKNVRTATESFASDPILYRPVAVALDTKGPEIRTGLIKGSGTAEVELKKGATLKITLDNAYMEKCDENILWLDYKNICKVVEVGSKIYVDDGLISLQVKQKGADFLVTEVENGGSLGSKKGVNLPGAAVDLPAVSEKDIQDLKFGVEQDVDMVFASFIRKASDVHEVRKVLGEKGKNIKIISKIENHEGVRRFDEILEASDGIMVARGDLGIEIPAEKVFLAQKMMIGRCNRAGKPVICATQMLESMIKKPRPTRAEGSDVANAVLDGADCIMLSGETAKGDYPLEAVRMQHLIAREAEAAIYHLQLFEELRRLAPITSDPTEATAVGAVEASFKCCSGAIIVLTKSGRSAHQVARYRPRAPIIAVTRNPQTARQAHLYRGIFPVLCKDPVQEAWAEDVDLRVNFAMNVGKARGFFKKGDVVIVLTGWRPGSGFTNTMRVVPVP
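Kinase-Glo luminescence reports ATP generated from ADP (0.1 mM) and PEP (0.5 mM) by purified hPK-M2 after 1 h at room temperature, pH 7.2 imidazole buffer; intermediate enzyme activity allows detecting inhibitors and activators.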
PTAP TSG101 blk: blocks PTAP/TSG101 interaction to inhibit HIV-1 budding | Q99816 | Fluorescence polarization, FITC-PTAP peptide / Tsg101 binding | Potency, µM (series often up to 115 µM), for inactives: top-dose activity change, negative = inhibition, most hits filed as inhibitors | 340,000 tested, under 10 active; active = well fitted inhibition curve with a large enough effect in the main read-out, with a control signal flat, not every such curve was filed as active; inconclusive = small, poorly fitted or top-dose-only effect, or effect the other way, or a change in a side signal; inactive = no such curve, though single readings can be large or run the other way; also: potency is read from the fitted curve at half-maximal effect; % of control where 0% means no effect
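FP read-out: FITC-PTAP peptide, 50 nM final, binding Tsg101 binding domain, 10 uM final; 20 min, r.t.; 10 mM HEPES pH 7.5, 0.15 M NaCl, 0.01% Tween 20, 3 mM EDTA, 0.1 mM TCEP.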
Starred values were filed as active, the others as inactive; i = inactive; ? = inconclusive; / = not tested or not shown; & = joins results of further samples; [ ] = dose if it differs, or a comment. Unless noted, calls follow the shape of the dose curve; as a rule, active = well fitted curve in the direction sought with a large enough effect; inconclusive = small, poorly fitted or top-dose-only effect, or another doubt; inactive = no such curve, though single readings can be large; an effect the other way counts as inactive or inconclusive.

SMILES	Giardia killer	GALK inh	Coupling enz	B2AR arrestin	Tb PFK inh	Integrin act MD	Chronic BCR inh	Menin MLL FP TR	S-ASM inh	PKM2 act	PTAP TSG101 blk
CC(C)=CCC/C(C)=C/CC/C(C)=C/COc1ccc2ccc(=O)oc2c1	2	/	/	-0.2%	-2%	-10%	2%	/	/	/	-2%
CSCCC(NC(=O)C1CC1)c1nc2ccccc2[nH]1 (stereo not given)	7	8%	-1	0.1%	-1%	-33%[7.66 µM]	0%	-2%	4%	11%	-2%
Cc1ccc(C)c(SCC(=O)Nc2cccnc2Cl)c1	11	-2%	1	0.1%	-8%	-11%	0%	5%	0%	5%	-7%
CNc1nc(-c2cccs2)cc(C(F)(F)F)c1C#N	?	3%	2	0.0%	-15%	12%	-5%	/	/	-2%	0%
COc1cc(C2Nc3ccccc3NC3=C2C(=O)CC(C)(C)C3)cc(OC)c1OC(C)=O (stereo not given)	-2	-1%	-2	-0.4%	0%	12%	0%	15%	1%	4%	-6%
c1ccc2c(c1)OC(CCCN1CCCCC1)c1ccccc1S2 (stereo not given)	-11	-1%	0	-0.6%	7%	-52%[inhibitor]	?	-10%	-2%	0%	-2%
Cc1ccc2c(c1)N(CC(=O)N1CCCC1)C(=O)C(C)O2 (stereo not given)	-5	-7%	-2	-0.1%	1%	10%	-2%	-10%	-3%	0%	1%
CC(=O)Nc1cccc(NC(=O)CSc2nnnn2-c2ccc3c(c2)OCO3)c1	/	1%	-1	-0.3%	0%	/	?	/	/	1%	/
CC(C)C(=O)N=c1sc2cccc(F)c2n1C	-6	0%	-1	0.2%	-1%	?	?	/	-4%	2%	-2%
CCCC(CCC)C(=O)NC1CCN(Cc2ccccc2)CC1	-5	1%	3	-0.2%	-1%	4%	-1%	-9%	3%	-8%	0%
CCN(CC)c1ccc(C(=O)OCC(=O)Nc2ncccn2)cc1	3	/	/	0.6%	5%	-1%	-1%	/	-2%	/	-6%
CN1CCN(S(=O)(=O)c2cccc(C(=O)Nc3cc(C(N)=O)cc(C(N)=O)c3)c2)CC1	5	0%	2	0.5%	0%	1%	1%	5%	3%	-4%	0%
CCN1CC(C)C(O)(c2ccccc2)CC1C (stereo not given)	-3	-1%	-1	0.0%	-5%	15%	6%	/	2%	0%	-2%
COc1ccc(/C=C2\SC(=O)N(CCNC(=O)Cn3[nH]c(=O)c4ccccc4c3=O)C2=O)cc1	-16	/	/	-1.1%	-9%	9%	?	/	3%	/	-7%
O=S(=O)(c1cnc(Cl)c(Br)c1)N1CCCCCC1	-5	1%	2	-0.1%	-3%	-32%	?	1%	2%	-2%	-2%
Cc1ccc(-n2c(-c3ccco3)nc3nc4ccccc4nc32)cc1	10	/	0	0.5%	0%	9%	-1%	-10%	304%[activator]	-2%	5%
Cc1ccc([C@@H]2[C@@H]3C(=O)N(c4ccccc4)C(=O)[C@@H]3[C@]3(C)C(=O)N(Cc4ccc(-c5ccccc5)cc4)CC(=O)N23)o1	9	/	-3	3.6%	-1%	-21%	-16%	11%	-17%	-3%	-5%
CCn1c(SCC(=O)c2ccccc2)nc2ccccc2c1=O	9	7%	5	-0.8%	3%	0%	?	0%	-4%	-13%	-2%
Fc1cc2[nH]c(=S)[nH]c2cc1Cl	-18	-3%	-7	0.2%	0%	-13%	5%	/	1%	20%	-9%
COc1ccccc1C(=O)NNC(=O)C1CCCO1 (stereo not given)	-3	-2%	1	0.2%	1%	10%	4%	19%	6%	0%	-3%
CCOc1ccc(C(c2c(NC(=O)c3ccco3)sc(C)c2C)N2CCOCC2)cc1 (stereo not given)	28	/	/	0.4%	1%	36%	-6%	/	0%	/	-7%
CNC(=S)NNC(=O)c1sccc1OCc1cccc(C(F)(F)F)c1	-4	4%	-1	-0.5%	-9%	17%	3%	18%	2%	6%	-2%
Cc1nnc(SCC(=O)Nc2ccc(O)cc2)c2ccccc12	34[activator]	9%	5	0.2%	-2%	?	?	0%	4%	/	-2%
C#CCOCCOCCOCCNc1nc(N2CCN(C(=O)[C@H]([C@@H](C)CC)n3cc([C@@H](N)CO)nn3)CC2)nc(N2CCN(C(=O)[C@H]([C@@H](C)CC)n3cc([C@@H](N)CO)nn3)CC2)n1	/	-1%	-2	-0.2%	0%	/	0%	/	/	-14%	/
COC(=O)[C@@H]1C[C@@]2(O)[C@H](O)[C@H](O)[C@H](O)C[C@H]2N1Cc1cc(F)ccc1F	1	-3%	5&5	-0.5%	-3%	17%	6%	5%	-5%	2%&-3%	-1%
Cc1cc(C)c(NC(=S)N2CCCC2C(=O)O)c(C)c1 (stereo not given)	-16	0%	0	-0.2%	-1%	4%	-19%	0%	0%	-12%	-6%
COc1ccc(C(=O)COC(=O)CCC(=O)c2cccs2)cc1	11	-2%	-1	0.1%	3%	-15%	?	0%	-3%	1%	-1%
Cc1cc(C(=O)N/N=C2\CC(=O)c3ccccc32)c(C)n1-c1ccc(F)cc1	0	7%	-1	-0.2%	2%	2%	1%	/	-5%	-2%	-3%
C=CCOc1cccc(C2C(C(=O)c3ccc(C)o3)=C(O)C(=O)N2Cc2ccncc2)c1 (stereo not given)	-2	-1%	3	-1.0%	3%	-3%	0%	-3%	3%	2%	1%
CCn1c(SCC(=O)Nc2ccc(N(C)C)cc2)nnc1-c1cccc(C)c1	-5	1%	2	0.1%	-5%	11%	-3%	-15%	2%	0%	-1%
CCCC(c1nnnn1Cc1cccs1)N1CCN(C)CC1 (stereo not given)	5	7%	4	0.0%	2%	-7%	-1%	-15%	5%	-1%	2%
Cc1cccc(C)c1OCc1nnc(SCC(=O)Nc2nccs2)o1	-2	0%	6	-0.2%	-4%	-21%	?	?	-2%	12%	0%
CC(=O)c1cccc(NC(=O)CN2C(=S)NC(C)(C)CC2C)c1 (stereo not given)	2	-1%	-1	0.0%	1%	13%	2%	?	-1%	1%	-3%
N#Cc1cccc(NC(=O)CNc2cccc(S(=O)(=O)N3CCCCC3)c2)c1	-4	/	/	0.5%	-5%	13%	?	/	1%	/	-2%
CCn1cc(C(=O)O)c(=O)c2cc3c(cc21)OCO3	/	/	3&-1&0	-0.5%	-7%	/	0%	4%	/	3%	/
Cc1cc2c(C)nc3ccccc3c2o1	-24	-4%	1	-0.1%	2%	-5%	24%	-27%	1%	-1%	-7%
COc1ccc(C(C)=O)cc1CSc1nnc(-c2ccccc2O)n1-c1ccccc1	1	-1%	1	-0.2%	1%	14%	-3%	?	-15%	15%	-3%
CCN1CCN(c2oc(/C=C/c3ccccc3)nc2C#N)CC1	-4	/	-10	-0.7%	0%	10%	-8%	/	i	-17%	0%
O=C(NCc1ccco1)C1CCCN1C(=O)NCc1ccccc1 (stereo not given)	0	4%	3	0.1%	2%	9%	2%	-7%	6%	8%	-6%
CCn1c(=O)n(CC)c2cc(N3CCCC3)c(NC(=O)c3cccc(C)c3)cc21	13	-4%	-5	-0.5%	0%	-30%	-15%	-18%	18%	0%[0.46 µM]	0%
Cc1c(C(=O)N2CCN(Cc3ccc4c(c3)OCO4)CC2)sc2ncnc(N3CCN(c4ccccc4F)CC3)c12	11	5%	/	0.0%	2%	?	?	/	3%	/	0%
CCOc1ccc(CCNC(=O)CCS(=O)(=O)c2ccc(Br)cc2)cc1OCC	-1	3%	3	-0.6%	9%	2%	?	1%	1%	/	3%
COc1ccccc1C1CC(c2ccccc2)Nc2ncnn21 (stereo not given)	1	2%	-2	-1.2%	1%	-18%[7.66 µM]	?	-8%	2%	8%	-3%
Cn1c(C(=O)N2CCCC(C(=O)NCc3cccs3)C2)cc2sccc21 (stereo not given)	2	2%	2	3.0%	0%	11%	?	6%	2%	-4%	-12%
COc1ccccc1OCC(=O)Nc1ccc(N2CCCCC2)cc1	-21	-6%	3	0.3%	-4%	10%	?	2%	1%	-5%	2%
CCCc1cc(=O)[nH]c(SCC(=O)NCc2ccc3c(c2)OCO3)n1	14	-1%	6	-0.1%	0%	-14%	0%	-12%	2%	-1%	2%
CCC(C(=O)NC1CC1)n1nc(C)c2c(C)n(-c3ccccc3)nc2c1=O (stereo not given)	25	-9%	/	-0.7%	1%	-23%	9%	/	6%	/	0%
C=CCN(CC=C)C(=O)c1cccc(S(=O)(=O)N2c3ccccc3CC2C)c1 (stereo not given)	3	-1%	-3	2.7%	0%	28%	0%	/	-3%	1%	1%
CN(C)/C(=N\S(=O)(=O)c1ccccc1)c1ccc(Cl)cc1	-1	-1%	2	-0.7%	-1%	-14%	1%	4%	7%	/	1%

A portion of the library; rates above refer to the full screens.
